Screening results from PubChem BioAssay.
Y pestis TopoI: Y. pestis Topo-I inhibition via cleavage products; Y. pestis Topo-I cleavage product accumulation, plate reader; activity, % at 10 µM; hit rate 0.064% among 360,000; AID 504884; in the data active = activity above about 50%, passing the limit was not always enough; inconclusive = no clear call, values can overlap the other calls; also: inactives centre near 2
CCHFV vOTU inh: CCHFV vOTU protease inhibition. Pep-AMC fluorescence. inhibition, % at 11.5 µM. hit rate 0.55% among 370,000. AID 651958; in the data active = inhibition above about 30%; also: 0% = vehicle wells with enzyme and 100% = no enzyme wells
BoNT F protease: BoNT F light chain protease inhibition; Multiplex microsphere protease cleavage assay, flow cytometry; inhibition, % at 10 µM; hit rate 0.22% among 360,000; AID 588497; in the data active = inhibition above about 35%, passing the limit was not always enough; inconclusive = no clear call, values can overlap the other calls; also: plate controls were buffer without enzyme for full effect and enzyme alone for no effect
PfHsp40 rescue: restores yeast growth despite PfHsp40 toxicity; growth rescue, % at 12.5 µM; hit rate 0.68% among 340,000; S. cerevisiae expressing PfHsp40, growth rescue, ATP luminescence; in the data active = growth rescue above about 28%, passing the limit was not always enough; inconclusive = no clear call, values can overlap the other calls;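 also: yeast W303a lacking pdr1 and pdr3 grown in galactose medium; growth measured after three days at 30 °C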
PrPC TRFRET: reduces human prion protein on the cell surface. cell surface PrPC, TR-FRET read-out. inhibition, % at 13.8 µM. hit rate 0.43% among 370,000. AID 720596; in the data active = inhibition above about 24%; also: 0% = median of the test wells and 100% = reference compound wells
TcdB inh: blocks C. difficile toxin B glycohydrolase activity; TcdB glycohydrolase enzymatic assay, plate reader; inhibition, % at 9.99 µM; AID 652162; hit rate 0.24% among 350,000; in the data active = inhibition above about 10%
Target sequence (P18177 whole entry, looked up): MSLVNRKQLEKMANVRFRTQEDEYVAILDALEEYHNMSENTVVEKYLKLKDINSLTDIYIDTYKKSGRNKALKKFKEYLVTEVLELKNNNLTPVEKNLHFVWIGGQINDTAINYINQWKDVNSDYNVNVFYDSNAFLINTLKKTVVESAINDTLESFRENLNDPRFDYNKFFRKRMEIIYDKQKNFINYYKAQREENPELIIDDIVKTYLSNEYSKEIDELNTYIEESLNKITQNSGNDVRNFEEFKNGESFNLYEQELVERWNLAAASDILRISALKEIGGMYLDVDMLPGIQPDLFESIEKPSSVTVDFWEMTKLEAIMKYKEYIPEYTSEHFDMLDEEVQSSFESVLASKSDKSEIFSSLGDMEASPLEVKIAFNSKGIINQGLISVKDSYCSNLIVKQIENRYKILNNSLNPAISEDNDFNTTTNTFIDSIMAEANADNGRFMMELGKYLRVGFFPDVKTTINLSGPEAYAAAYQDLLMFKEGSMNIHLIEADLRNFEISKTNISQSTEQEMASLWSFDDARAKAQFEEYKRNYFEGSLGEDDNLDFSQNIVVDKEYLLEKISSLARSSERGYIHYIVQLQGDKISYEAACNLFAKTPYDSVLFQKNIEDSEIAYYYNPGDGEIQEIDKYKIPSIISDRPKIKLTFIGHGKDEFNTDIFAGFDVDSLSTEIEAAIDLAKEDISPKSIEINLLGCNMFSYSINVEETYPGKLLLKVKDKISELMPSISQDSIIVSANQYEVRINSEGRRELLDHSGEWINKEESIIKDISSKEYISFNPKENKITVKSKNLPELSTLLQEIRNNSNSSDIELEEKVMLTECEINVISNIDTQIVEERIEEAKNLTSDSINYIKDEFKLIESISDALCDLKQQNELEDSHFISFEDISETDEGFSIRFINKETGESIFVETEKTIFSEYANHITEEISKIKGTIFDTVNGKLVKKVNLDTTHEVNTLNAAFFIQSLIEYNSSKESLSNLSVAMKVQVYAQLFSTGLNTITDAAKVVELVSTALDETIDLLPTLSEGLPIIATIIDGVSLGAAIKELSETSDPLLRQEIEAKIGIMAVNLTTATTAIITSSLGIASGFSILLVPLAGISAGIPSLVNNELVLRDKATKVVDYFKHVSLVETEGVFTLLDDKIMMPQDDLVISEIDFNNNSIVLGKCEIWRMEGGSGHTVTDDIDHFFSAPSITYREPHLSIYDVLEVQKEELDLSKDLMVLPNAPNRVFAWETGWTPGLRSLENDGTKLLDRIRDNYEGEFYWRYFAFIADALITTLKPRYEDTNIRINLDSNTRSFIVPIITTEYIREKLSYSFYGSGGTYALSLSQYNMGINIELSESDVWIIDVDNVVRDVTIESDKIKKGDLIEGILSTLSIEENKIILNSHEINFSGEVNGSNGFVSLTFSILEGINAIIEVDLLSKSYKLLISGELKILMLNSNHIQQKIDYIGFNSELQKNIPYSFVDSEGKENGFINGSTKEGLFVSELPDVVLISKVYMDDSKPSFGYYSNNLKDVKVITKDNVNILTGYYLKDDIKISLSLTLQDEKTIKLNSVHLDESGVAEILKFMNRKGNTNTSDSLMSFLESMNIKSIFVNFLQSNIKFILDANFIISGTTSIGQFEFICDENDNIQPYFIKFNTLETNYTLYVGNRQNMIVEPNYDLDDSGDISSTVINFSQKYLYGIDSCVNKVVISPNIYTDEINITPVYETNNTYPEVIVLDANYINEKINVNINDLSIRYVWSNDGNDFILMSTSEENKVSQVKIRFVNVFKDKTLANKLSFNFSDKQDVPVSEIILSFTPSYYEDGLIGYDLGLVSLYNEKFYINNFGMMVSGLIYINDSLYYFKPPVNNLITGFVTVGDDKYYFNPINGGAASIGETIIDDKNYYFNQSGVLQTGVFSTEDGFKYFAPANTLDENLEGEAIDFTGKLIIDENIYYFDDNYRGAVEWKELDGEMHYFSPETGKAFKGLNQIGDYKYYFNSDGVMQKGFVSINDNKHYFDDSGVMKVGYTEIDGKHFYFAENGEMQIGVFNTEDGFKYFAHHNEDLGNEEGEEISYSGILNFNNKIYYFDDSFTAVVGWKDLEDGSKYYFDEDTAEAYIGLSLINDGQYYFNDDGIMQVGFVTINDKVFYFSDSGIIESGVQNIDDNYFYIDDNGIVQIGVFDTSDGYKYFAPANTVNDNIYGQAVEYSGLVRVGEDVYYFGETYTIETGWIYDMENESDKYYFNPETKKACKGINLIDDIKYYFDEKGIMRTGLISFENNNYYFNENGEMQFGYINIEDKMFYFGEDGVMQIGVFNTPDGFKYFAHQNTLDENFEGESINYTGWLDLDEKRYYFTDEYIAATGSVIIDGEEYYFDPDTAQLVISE
FadD28 binding: M. tuberculosis FadD28 bisubstrate binding inhibition. FadD28 bisubstrate probe binding, fluorescence polarization. inhibition, % at 12.5 µM. hit rate 0.22% among 360,000; in the data active = inhibition above about 8.5%, passing the limit was not always enough; inconclusive = no clear call, values can overlap the other calls
Anthrax LF prot: anthrax lethal factor protease inhibition. inhibition, % at 10 µM. multiplex microsphere protease cleavage assay, LF. AID 588501. P15917. hit rate 0.12% among 360,000; also: plate controls were buffer without enzyme for full effect and enzyme alone for no effect
BoNT-A LC inh2: blocks Botulinum neurotoxin A light chain protease; multiplex microsphere protease substrate cleavage, flow cytometry; inhibition, % at 10 µM; hit rate 0.17% among 360,000; also: plate controls were buffer without enzyme for full effect and enzyme alone for no effect
The depositor's hits bear a star; u = inconclusive; x = no result given. Rule as the data show it, unless noted: active = inhibition above about 30%; inconclusive = no clear call, values can overlap the other calls; inactive = below that.

Order of results: Y pestis TopoI	CCHFV vOTU inh	BoNT F protease	PfHsp40 rescue	PrPC TRFRET	TcdB inh	FadD28 binding	Anthrax LF prot	BoNT-A LC inh2
> CC(=O)Nc1ccc(Nc2ccccc2)cc1
→ -8	-3	-2	-0.9	3	5.5	1.9	-2	-1.1
> CCc1ccc(CN(C)Cc2nc(-c3cccc(Cl)c3)no2)nc1
→ 36	6	-9	1.2	4	0.0	-1.5	6	-0.1
> Cc1ccc(C2(C)NC(=O)N(CC(=O)Nc3ccc(S(=O)(=O)Nc4nccs4)cc3)C2=O)cc1 (stereo not drawn)
→ 2	13	10	0.9	-5	-1.9	-2.6	2	2.7
> CC(=O)NC(Cc1ccc(F)cc1)C(=O)NC1CCN(c2nnnn2-c2ccccc2)CC1 (stereo not drawn)
→ 10	0	6	-0.5	6	x	-3.6	0	-0.3
> CNC(=S)N=Nc1c(O)[nH]c2ccccc12
→ -3	11	-6	-0.2	-21	x	-2.4	-6	-0.6
> CCCCOC(=O)Cn1c(=N)n(CCC)c2ccccc21
→ -2	-2	-12	0.5	9	x	-2.6	0	-0.2
> Cc1onc(-c2ccccc2)c1C(=O)OCC(=O)Nc1ccc2c(c1)OCO2
→ -1	2	2	0.8	4	x	-3.5	-2	2.3
> Cc1c(C(=O)Nc2cccnc2)oc2ccc(Br)cc12
→ -2	-7	-9	-0.8	6	0.9	-4.5	12	-0.8
> Cc1ccc(/C=N/NC(=O)CCn2nc(C)cc2C)c(C)c1
→ 8	15	-4	0.1	-5	0.4	1.4	2	-0.4
> Cc1ccc(NC(=O)C2C3C=CC4(CN(Cc5cccnc5)C(=O)C24)O3)cc1 (stereo not drawn)
→ -9	2	-4	-1.4	9	1.2	-2.3	-1	-0.4
> Cc1nc(SCC(=O)N2c3ccccc3NC(=O)CC2C)c2c(C)c(C)sc2n1 (stereo not drawn)
→ 27	7	1	-0.9	-5	0.0	-4.0	2	-0.9
> CCOc1ccc(NS(=O)(=O)c2ccc(C(=O)N(C)CC(=O)Nc3ccc(C)cc3)cc2)cc1
→ 2	2	-1	0.4	-2	1.6	-2.2	-1	5.8
> Nc1ccc(-c2nnn(Cc3ccccc3F)n2)cc1
→ 2	-7	u	-1.3	-2	-0.2	-0.8	-9	0.1
> CC(O)CNc1nc2c(c(=O)n(C)c(=O)n2C)n1C/C=C/c1ccccc1 (stereo not drawn)
→ 12	-14	-4	1.0	16	1.3	0.3	-2	-0.7
> O=C(CCl)Nc1c(C(=O)Nc2ccc3c(c2)OCCO3)oc2ccccc12
→ 3	6	-4	-0.4	-13	-1.4	-3.0	-2	-0.8
> O=C(CN1CCN(S(=O)(=O)c2ccccc2)CC1)Nc1cccc(C(F)(F)F)c1
→ -8	-2	11	0.8	0	x	-1.3	0	0.2
> O=C(NCc1ccccc1Cl)C1CCN(S(=O)(=O)c2cccc3nonc23)CC1
→ 5	-1	26	-0.3	-3	0.8	-0.5	-1	0.3
> O=C(c1ccoc1)N1CCCC(CO)(CCCc2ccccc2)C1 (stereo not drawn)
→ 3	3	4	-0.5	1	0.3	-4.4	2	0.8
> Cc1nn(-c2ccccc2)c(C)c1C(=O)OCC(=O)NCc1ccco1
→ -8	8	-28	0.6	3	x	-0.2	-3	-1.5
> Cc1cccc(N2C(=O)c3ccc(Br)cc3C2=O)n1
→ 5	-5	x	-0.8	8	3.0	-0.3	x	x
> COC(=O)c1sccc1NC(=O)COc1ccc(C)cc1
→ 23	2	0	17	-2	-0.4	-1.3	-3	-0.4
> CCOC(=O)CC1(CC(=O)OCC)NC(=O)c2c(C)sc(C(=O)OCC)c2N1
→ 8	-40	-13	0.5	0	x	-0.7	-10	0.1
> OCCN(Cc1ccccc1)CC1CC2C=CC1C2 (stereo not drawn)
→ 6	-12	17	0.6	-3	x	-0.5	-1	0.0
> COc1cc(N=C(N)N=C(N)N)cc(OC)c1
→ -3	-1	-5	0.0	-2	0.2	-3.2	-1	-0.2
> COc1ccc(/C=N/n2c(-c3cc(C)[nH]n3)n[nH]c2=S)cc1OC
→ 2	5	-9	x	6	11*	-5.0	u	-0.9
> CS(=O)(=O)c1ccc2nc(NC(=O)C3COc4ccccc4O3)sc2c1 (stereo not drawn)
→ 10	17	3	0.0	9	x	-3.3	3	-0.1
> CC(=O)Nc1cccc(-c2cnc3ccccc3n2)c1
→ 0	14	-2	0.4	-31	x	-1.7	3	-0.9
> O=C(/C=C/Nc1ccc(OC(F)(F)F)cc1)C(F)(F)F
→ 5	-3	-2	0.8	-14	x	0.3	-1	-0.1
> Cc1ccc2[nH]c(=O)c(C(c3nnnn3C(C)(C)C)N(Cc3ccco3)CC3CCCO3)cc2c1 (stereo not drawn)
→ 24	-4	10	0.6	-1	x	-1.1	2	1.2
> O=C(Nc1c(-c2ccc(Cl)cc2)[nH][nH]c1=O)c1ccccn1
→ x	0	4	x	-1	-4.9	0.0	0	0.5

Brought forward from above: 2 entries; new compounds follow.
Order of results: Y pestis TopoI	CCHFV vOTU inh	BoNT F protease	PfHsp40 rescue	PrPC TRFRET	TcdB inh	FadD28 binding	Anthrax LF prot	BoNT-A LC inh2
> Cc1ccc2[nH]c(=O)c(C(c3nnnn3C(C)(C)C)N(Cc3ccco3)CC3CCCO3)cc2c1 (stereo not drawn)
→ 24	-4	10	0.6	-1	x	-1.1	2	1.2
> O=C(Nc1c(-c2ccc(Cl)cc2)[nH][nH]c1=O)c1ccccn1
→ x	0	4	x	-1	-4.9	0.0	0	0.5
> COc1cccc(NC(=O)CN(C)C(=O)c2ccccc2Sc2ccccc2C#N)c1
→ -6	0	-9	-1.1	11	0.3	0.4	1	-0.2
> COc1ccc(-n2ccnc2SCC(=O)NC2CCCC2)c(OC)c1
→ 0	1	-4	0.3	-2	1.4	-1.0	4	-0.1
> COc1ccc(OC)c(-n2nnnc2SCC(=O)N2CCN(C(=O)c3ccco3)CC2)c1
→ 4	10	2	-1.4	-3	0.3	-1.9	1	1.0
> O=C(NC1CCN(S(=O)(=O)c2ccc(F)cc2)CC1)c1cccc(F)c1
→ 22	-3	u	-1.4	-1	0.9	-0.9	-10	0.7
> COc1cc(OC)c(NC(=O)c2ccccc2F)cc1Cl
→ 1	-19	-3	0.8	2	2.4	-2.3	0	0.2
> CCCSc1nc(C)cc(=O)[nH]1
→ 4	9	u	0.7	4	x	-2.8	-9	-1.1
> CCc1ccc(NC(=O)c2cnn3c(C(F)F)cc(C)nc23)cc1
→ -7	7	2	u	0	0.0	-2.5	1	-0.2
> CCOC(=O)N1CCN(C(=O)C2CCN(Cc3ccc(OC)cc3OC)CC2)CC1
→ -6	5	-13	0.7	-11	1.0	-0.7	0	-3.1
> Cc1ccc(C)c(OCCC(=O)N(C)CC(=O)Nc2c(C)cccc2C)c1
→ 17	-3	8	0.1	8	1.0	0.4	-11	0.3
> COc1cccc(CNCCc2c[nH]c3ccccc23)c1OCc1ccccc1F
→ -5	17	-30	1.0	-10	x	-7.4	-8	-2.7
> O=C(CO/N=C/c1ccc(OC(F)F)cc1)NC1CCCC1
→ 1	11	-7	-0.3	12	-2.5	-1.3	-3	0.2
> O=C(Nc1n[nH]c(C(F)(F)F)n1)c1cccs1
→ 4	-2	-7	2.7	2	-0.6	-3.6	-3	-1.2
> O=C(COC(=O)c1ccc(Cl)nc1)Nc1ccc(Cl)cc1
→ -4	-10	-2	-1.3	2	4.3	-4.9	-2	-0.7
> Cc1cc(Br)cn2c(Cc3ccsc3)c(-c3ccc(C#N)cc3)nc12
→ x	x	-13	x	x	x	-0.1	-5	4.7
> COc1cc(OC)cc(C(=O)N2CCC(C(=O)c3ccc(F)cc3)CC2)c1
→ 21	18	u	0.3	0	-2.3	-2.1	-7	-2.7
> CCOc1cc(/C=N/NC(=O)CNc2ccc(C)cc2)ccc1OC(=O)c1ccccc1
→ 3	-2	-4	1.0	3	x	-4.8	-1	-0.7
> CCCc1nnc(NC(=O)CCC(=O)NCCc2ccc(OC)c(OC)c2)s1
→ -4	-5	2	0.0	-1	x	-1.1	-1	-0.1
> COc1cccc(-c2ccc3ncnc(NCc4cccnc4)c3c2)c1
→ 17	6	0	-3.4	-9	0.8	-15	-11	0.1
> Nc1c(Cl)cc(-c2csc(NCCc3nc4cc(Cl)c(Cl)cc4n3CCCO)n2)cc1Cl
→ -13	12	-6	11	-3	0.0	-1.9	-4	-0.9
> O=C(COc1ccc(Cl)cc1)NCc1nnc(SCC(=O)NC2CCCC2)o1
→ 5	9	-1	-2.3	-4	x	-2.1	2	0.1
> COc1ccc(NC2=CC(=O)CC(C)(C)C2)cc1
→ 3	7	5	0.3	1	1.4	-3.7	6	-2.4
> COc1ccc(S(=O)(=O)N2CCN(CC(=O)c3ccc(O)c(O)c3)CC2)cc1
→ -5	7	2	0.8	-2	-5.6	-1.1	0	1.9
> CCN(CC)S(=O)(=O)c1ccc(NC(=S)Nc2ccccc2)cc1
→ 4	-10	-28	-0.8	0	0.3	-2.5	1	-9.0
> CCC(=O)Nc1ccc(/C(C)=N\NS(=O)(=O)c2ccc(C)cc2)cc1
→ 0	1	14	0.4	2	x	-0.6	1	-0.1
> O=C(Nc1nccs1)c1ccc(S(=O)(=O)c2ccccc2)cc1
→ -8	8	-37	-1.5	1	-4.5	-0.4	-2	-2.2
> COC(=O)c1cc2ccsc2n1Cc1cccc(F)c1
→ -1	16	-4	-0.2	-1	2.7	-1.7	0	0.3
> COc1ccc(OC)c(NC(=O)c2ccccc2SC)c1
→ 7	-12	-3	0.0	-3	x	-2.2	0	-0.2
> C/C(=N\NC(=O)c1c(Br)c(C)nn1C)c1cccc(NC(=O)c2ccccc2C)c1
→ 15	11	-16	0.9	-4	0.2	-1.2	-1	-0.6
> O=c1c(-c2cnn(-c3ccccc3)c2)coc2cc(O)ccc12
→ -3	x	4	0.4	x	x	-2.6	-2	0.3
> O=C(c1ccc(C#CC2(O)CCCCC2)cc1)N1CCN(Cc2ccccc2)CC1
→ 12	21	26	-0.5	2	x	-5.8	5	0.7
> Cc1ccc(-c2csc(C(O)c3cccc(Cl)c3)n2)cc1C (stereo not drawn)
→ 9	8	0	x	5	1.0	-3.8	-6	-0.4
> Cc1cc(C)c2c(N=NN(C)C)[nH]nc2n1
→ 9	19	-12	68*	-7	x	1.0	2	-0.6
> O=C(c1cc(-c2cccc(Cl)c2)nc2ccccc12)N1CCN(c2ccccn2)CC1
→ 35	15	-1	14	0	-0.1	-1.5	9	-0.4
> CN(C(=O)c1cccc(NC(=O)Cc2cccc(NC(=O)C3CCN(C(=O)c4ccccc4)CC3)c2)c1)C1CC1
→ 21	0	-6	-0.6	-4	1.5	-4.5	4	0.2
> Cc1cc(C)nc(NC(N)=NC2CCCCC2)n1
→ 13	7	-5	-0.5	-1	x	-0.7	-3	-0.3
> CCOc1ccc(NC(=O)CN2CCN(Cc3c(F)cccc3F)CC2)cc1
→ 11	8	-21	0.4	8	0.3	1.0	-2	-2.7
> COC(=O)C1=C(c2ccc(S(C)(=O)=O)cc2)C[C@@H]2CC[C@H]1N2C(=O)NCc1ccccc1
→ 6	0	-11	-1.2	0	-1.2	1.9	-11	-0.8
> Cc1ccc(C(C)n2cc(C(=O)NCc3cccnc3)nn2)cc1 (stereo not drawn)
→ 11	-11	16	-0.5	4	x	-1.2	-4	0.0
> CCc1nc2ccc(C(=O)N3CCCC(C(N)=O)C3)cn2c1N(C)Cc1ccc(OC)cc1 (stereo not drawn)
→ 6	1	-12	x	1	-4.7	-0.7	-12	-0.9
> COc1ccc(N2C(=O)CC(N3CCC(O)(c4ccc(Cl)cc4)CC3)C2=O)cc1 (stereo not drawn)
→ 4	9	-6	5.2	10	x	0.1	-2	u
> O=C(Nc1ccc(F)cc1)c1cccnn1
→ 5	2	-7	-0.5	-4	2.0	-3.9	-13	-2.4
> S=c1[nH]c(-c2ccccc2)cn1/N=C/c1ccncc1
→ 2	4	-3	1.4	-2	5.5	0.9	6	-0.3
> O=C(COc1ccccc1F)NCC(c1ccc(F)cc1)N1CCOCC1 (stereo not drawn)
→ 2	4	4	-1.3	6	-0.1	0.1	1	4.4
> COc1ccc(-c2oc(=O)c3cc(OC)c(OC)cc3c2C#CCCCO)cc1
→ -11	-13	-3	-0.5	-4	-2.6	-2.0	-2	-0.5

This is a random part of the collection. Share with any hit: about 2.3%.
